TDP1 block – TDP1 (human) enzyme inhibition; actives 0.28% (n = 350,000); recombinant TDP1, AlphaScreen DNA substrate cleavage; Potency, µM (doses to about 130 µM), without a hit: top-dose activity change, negative = inhibition, hits mostly inhibitors; Q9NUW8; note: nearly all actives have a fitted effect of over 40% in size
Target sequence (Q9NUW8 whole entry, looked up): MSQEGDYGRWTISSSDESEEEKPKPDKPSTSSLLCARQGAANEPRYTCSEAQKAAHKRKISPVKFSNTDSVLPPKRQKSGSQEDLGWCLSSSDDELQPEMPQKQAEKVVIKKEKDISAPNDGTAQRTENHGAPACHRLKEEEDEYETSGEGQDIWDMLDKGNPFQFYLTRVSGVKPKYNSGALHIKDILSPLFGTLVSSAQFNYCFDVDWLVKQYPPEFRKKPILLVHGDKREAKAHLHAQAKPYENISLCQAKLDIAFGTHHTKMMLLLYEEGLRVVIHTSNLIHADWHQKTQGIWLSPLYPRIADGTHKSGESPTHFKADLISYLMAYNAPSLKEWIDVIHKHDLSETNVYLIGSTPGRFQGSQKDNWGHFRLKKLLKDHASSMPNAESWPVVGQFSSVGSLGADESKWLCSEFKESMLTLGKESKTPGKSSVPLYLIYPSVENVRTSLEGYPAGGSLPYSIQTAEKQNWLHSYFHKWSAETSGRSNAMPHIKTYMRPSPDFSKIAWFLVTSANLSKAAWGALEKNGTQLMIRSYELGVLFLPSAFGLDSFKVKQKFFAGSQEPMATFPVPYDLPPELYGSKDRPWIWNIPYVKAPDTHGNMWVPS
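Compounds were preincubated with Tdp1 (1 nM final) for 15 min at room temperature before substrate (15 nM final) started a 5 min reaction; beads (10 ug/ml final) were then added for 10 min before AlphaScreen detection.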
TDP1 cell CPT – DT40-hTDP1 cell growth loss with CPT | chicken DT40 Tdp1-/-;hTDP1 cells + 20 nM CPT, ATP luminescence, 48 h | Potency, µM (top dose mostly 46.2 µM), for the others: at the top dose activity change, negative = growth inhibition, actives largely listed as inhibitors | actives 12% (n = 420,000) | AID 686979; note: nearly all actives have a fitted effect of over 55% in size
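Chicken DT40 Tdp1-/- cells complemented with human TDP1, 400 cells/well, exposed to compounds plus 20 nM camptothecin for at least 48 h at 37 C; viability read as ATP content by CellTiter-Glo luminescence.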
DT40 TDP1 no CPT – qHTS for Inhibitors of human tyrosyl-DNA phosphodiesterase 1 (TDP1): qHTS in cells in absence of CPT; Potency, µM (titrated, usually from 46.2 µM), for the others: top-dose activity change, negative = growth inhibition, most hits filed as inhibitors; DT40 Tdp1-/- hTDP1 cells, no CPT, ATP luminescence, 48 h; actives 15% (n = 420,000); note: nearly all actives have a fitted effect of over 55% in size
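Readout: luminescence from CellTiter-Glo after 30 min in the dark at RT. Cells: DT40 Tdp1-/- with stable hTDP1, 400/well. Exposure: compounds alone, ≥48 hr, 37 °C.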
The depositor's hits bear a star; ? = inconclusive; · = no result given; & = joins results of further samples; ! = repeats disagree; [ ] = dose if it differs, or a comment. Calls come from the whole dose curve; as a rule, active = well fitted curve in the direction sought with a large enough effect; inconclusive = small, poorly fitted or top-dose-only effect, or another doubt; inactive = no such curve, though single readings can be large; an effect the other way counts as inactive or inconclusive. % is set by controls: 0 for no effect and ±100 for the full control effect; potency is the fitted concentration of half-maximal effect.

SMILES	TDP1 block	TDP1 cell CPT	DT40 TDP1 no CPT
CC1CCCCN1C(=O)COc1ccc(F)cc1 (configuration not stated)	5%	-4%	10%
CC1CN(C(=S)Nc2ccc(SC(F)F)cc2)CC(C)O1 (configuration not stated)	9%	-15%	-14%
O=C(NCc1ccccc1Cl)C1CCN(C(=O)c2sccc2-n2cccc2)CC1	7%	-17%	-27%
CC(=O)OC[C@H]1O[C@@H](Oc2cc(O)cc3oc(-c4ccc(O)cc4)cc(=O)c23)[C@H](O[C@@H]2O[C@@H](C)[C@H](O)[C@@H](O)[C@H]2O)[C@@H](O)[C@@H]1O	0%	5%	-3%
Cc1ccc(C(=O)c2c(NC(=O)c3ccccc3C)sc(C)c2C)cc1	12%	?	?
O=C(NN=Cc1ccccc1O)NN=Cc1ccccc1O	·	4.1µM*	5.8µM*
O=C(COc1ccccc1C(=O)Nc1ccccc1)Nc1ccccc1F	·	?	16µM*
Nc1nc(=S)c2ncn(C3CCCC3)c2[nH]1	-3%	5%	2%
COc1cc(C2Nc3ccccc3C(=O)N2NS(C)(=O)=O)ccc1O (configuration not stated)	0%	-1%	31%[activator]
Cc1ccccc1NC(=O)C1CC(=O)N(c2ccc3c4c(cccc24)CC3)C1 (configuration not stated)	4%	?	-23%
CCN(CC)C(=O)C1=C(C)N(Cc2ccc(OC)cc2)C(=O)C(CC(=O)NCCCN(C)C)C1 (configuration not stated)	·	6%	-13%
CC(=O)Nc1ccc(S(=O)(=O)N2CCN(CCC#N)CC2)cc1	4%	3%	-1%
CCc1cc2c(cc3c(=O)n(CC(=O)NCCc4ccccc4)ncn32)s1	6%	-1%	-21%
CCOC(=O)CC1(C)Oc2ccccc2N1S(=O)(=O)c1ccc(C)cc1 (configuration not stated)	·	21µM*	?
CCn1c(=O)n(CC)c2cc(N3CCCC3)c(NC(=O)c3ccccc3OC)cc21	7%	6.5µM*	5.8µM*
CCOC(=O)C1CCCN(C/C(O)=C(\C#N)c2nc(-c3ccccc3)cs2)C1 (configuration not stated)	4%	-14%	-11%
CCCC[C@@H]1CNC(=S)N1CCCC	3%	?	-16%
O=C(COC(=O)c1ccccc1[N+](=O)[O-])c1ccc(C2CCCCC2)cc1	-2%	?	?
O=S(=O)(NCc1nc2cccnc2n1Cc1ccc(F)cc1)c1ccc2c(c1)CCCC2	8%	18µM*	?
COC(=O)c1ccc(NC(=S)NCC2CC2)cc1	5%	-1%	-3%
CS(=O)(=O)c1ccc(C2=C(c3ccccc3)C(=O)OC2)cc1	6%[56.1 µM]	-12%&-18%	-8%&-19%
COc1ccc(C2(CNS(=O)(=O)c3ccccc3)CCOCC2)cc1	0%	4%	-27%
O=C(COC(=O)[C@H](Cc1c[nH]c2ccccc12)NC(=O)c1cccs1)NCc1ccccc1	0%	-14%	-17%
Brc1cnc2nc[nH]c2c1	·	-2%	-13%
CCCCN(CC)CCNC(=O)c1cc2c(=O)[nH]c3ccccc3c2n1C	-3%&0%	15µM*!	16µM*!
The results go on:
SMILES	TDP1 block	TDP1 cell CPT	DT40 TDP1 no CPT
O=C(NCC(c1ccco1)N1CCc2ccccc21)c1cccc([N+](=O)[O-])c1 (configuration not stated)	·	16µM*	21µM*
COC(=O)C1(C)NC(c2ccc(F)cc2)C2C(=O)N(c3ccc(C)cc3)C(=O)C21 (configuration not stated)	4%	1%	2%
Cc1cccc(OCC(=O)N(Cc2ccco2)c2c(N)n(Cc3ccccc3)c(=O)[nH]c2=O)c1	2%	-3%	0%
CCC(=O)Nc1ccc(Cl)c(NC(=O)c2cccnc2)c1	5%	-2%	-2%
CCn1c(CCNC(=O)c2ccccc2Cl)n[nH]c1=S	·	1%	2%
Cc1sc2ncnc(-n3nnc4ccccc43)c2c1C	-1%	-12%	-27%
Cc1cccc(-c2noc(CCC(=O)Nc3ccccc3)n2)c1	7%	?	?
CCOC(=O)c1cc(C)sc1NC(=O)CN1CCN(C(=O)c2ccco2)CC1	4%	23µM*	?
O=C(CN(C(=O)c1ccccc1Cl)N1C(=O)CCCC1=O)c1ccc(Cl)cc1	-3%	-4%	-1%
COc1ccc(-c2nnc(SCC(=O)NC(=O)NCc3ccco3)o2)cc1	9%	-4%	-22%
COC(=O)c1ccc(C2/C(=C(/O)c3ccc(OC)cc3)C(=O)C(=O)N2CC2CCCO2)cc1 (configuration not stated)	2%	-5%	-5%
COCCn1c(SCC(=O)Nc2sc(C)c(C)c2C#N)nnc1-c1ccc(OC)cc1	5%	-30%	-1%
CSc1ccccc1NC(=O)CSc1n[nH]c(N)n1	2%	0%	2%
Clc1ccc(Cn2nc(-c3ccccc3)nc2-c2ccccc2)cc1	-3%	-2%	?
COc1ccc(OCCN2CCC(C(=O)NC(c3ccc(Cl)cc3)c3ncccc3C)CC2)cc1 (configuration not stated)	·	23µM*	?
Cc1ccccc1C1CC(=O)c2ccccc2C1C (configuration not stated)	·	?	?
C/C(N)=C(/C#N)C(=O)COC(=O)c1ccc(O)cc1	-3%	-9%	-7%
COc1ccc(-c2ccn(-c3cccc(F)n3)n2)cc1	5%	?	?
O=C(Cn1c2c(c(-c3ccccc3Cl)cc1=O)CCC2)NCCCN1CCOCC1	·	?	-25%
NC(=O)c1cnn(-c2cccc(Cl)c2)c1N	1%	-12%	-2%
COc1cccc(NC(=O)COC(=O)CCOc2ccccc2OC)c1	3%	9%	10%
OCCNCCSc1ccc(Cl)cc1	-9%	-16%	?
Cc1cc(OCCN2CC(C)OC(C)C2)ccc1[N+](=O)[O-] (configuration not stated)	-6%	?	-19%
CCOc1cc(CNCCO)c(Cl)cc1OCC(=O)NCCc1ccccc1	3%	-6%	-15%
COc1ccc(-c2csc(C(C)(O)c3ccc(OC)cc3)n2)cc1 (configuration not stated)	·	15µM*	?

Single records, from the list above. Order of screens: TDP1 block, TDP1 cell CPT, DT40 TDP1 no CPT
Results for CCN(CC)C(=O)C1=C(C)N(Cc2ccc(OC)cc2)C(=O)C(CC(=O)NCCCN(C)C)C1 (configuration not stated) = ·, 6%, -13%
Results for Clc1ccc(Cn2nc(-c3ccccc3)nc2-c2ccccc2)cc1 = -3%, -2%, ?
Results for COc1ccc(-c2ccn(-c3cccc(F)n3)n2)cc1 = 5%, ?, ?

5 consecutive compounds out of the list so far, for reference:
SMILES	TDP1 block	TDP1 cell CPT	DT40 TDP1 no CPT
COc1cccc(NC(=O)COC(=O)CCOc2ccccc2OC)c1	3%	9%	10%
OCCNCCSc1ccc(Cl)cc1	-9%	-16%	?
Cc1cc(OCCN2CC(C)OC(C)C2)ccc1[N+](=O)[O-] (configuration not stated)	-6%	?	-19%
CCOc1cc(CNCCO)c(Cl)cc1OCC(=O)NCCc1ccccc1	3%	-6%	-15%
COc1ccc(-c2csc(C(C)(O)c3ccc(OC)cc3)n2)cc1 (configuration not stated)	·	15µM*	?

Remaining list, next part.
SMILES	TDP1 block	TDP1 cell CPT	DT40 TDP1 no CPT
CCOC(=O)C(=O)N/N=C/c1ccc(F)cc1	·	-6%	-2%
COc1cc(/C=C/C(=O)Nc2ccc3[nH]c(=O)[nH]c3c2)cc(OC)c1OC	1%	3%	2%
Cc1ccc(C=C2SC(=S)N(CCCC(=O)Nc3cccc(C(=O)O)c3)C2=O)cc1	·	-10%	-4%
Cc1cc[n+](C2=C([O-])c3ccccc3C(=O)/C2=N\S(=O)(=O)c2cccs2)cc1C	5%	?	?
COCc1nc2ccccc2n1Cc1ccccc1C	4%	?	?
Cc1nc2ccc(S(=O)(=O)NCC(=O)N3CCc4ccccc4C3)cc2s1	0%	-19%	-26%
CN(C(=O)c1cc2sccc2n1C)C1CCCCC1	7%	?	?
CN(CC(=O)Nc1nccs1)S(=O)(=O)c1ccc(F)cc1	-3%	-6%	-16%
Nc1nc(C(=O)N2CCOCC2)nn1S(=O)(=O)c1ccc(Cl)cc1	2%	?	?
Cc1nnc(SCc2ccc(C(=O)c3ccc(Cl)cc3)o2)n1-c1ccccc1	6%	?	?
COc1ccc(S(=O)(=O)N2CCOC23CCN(S(=O)(=O)c2cccs2)CC3)cc1	-3%	13µM*	16µM*
Cc1cccc(N2CCN(CCNC(=O)Nc3ccc(Cl)cc3)CC2)c1C	8%	13µM*	13µM*
O=C(NCc1ccco1)c1cnc2ccccn2c1=O	2%	1%	-10%
Cc1c(CC(=O)N[C@H](C(=O)O)C(C)C)c(=O)oc2cc3c(cc12)CCC(C)(C)O3	·	?	23µM*
COc1ccccc1-c1ccc2ncnc(NCc3cccnc3)c2c1	-7%[56.1 µM]	8.2µM*	6.5µM*
CCOC(=O)CSc1nc(-c2ccccc2)nc2c1oc1ccccc12	0%	?	-22%
CCCCCN(C(=O)CCC(=O)OCc1cc(C(C)=O)ccc1OC)c1c(N)n(CCCC)c(=O)[nH]c1=O	·	?	?
N#Cc1c(-c2ccc(Cl)cc2)nc2n(c1=O)CCCS2	0%	-24%	-2%
CC(C)Cc1nnc(NC(=O)C2CC(=O)N(c3ccc4c(c3)OCCO4)C2)s1 (configuration not stated)	0%	1%	-4%
O=C(O)COc1ccccc1/C=N/NC(=O)CSc1nc2ccccc2c(=O)n1-c1ccc(Cl)cc1	-5%	0%	3%
O=C(NCC(c1cccs1)N1CCOCC1)c1cc(-c2ccccn2)nc2ccccc12 (configuration not stated)	·	?	?
Fc1cccc(COc2ccccc2C(=S)N2CCCC2)c1	1%	?	?
CC(=O)c1c(N2CCN(C)CC2)[nH]c(-c2ccccc2)nc1=S	6%	?	16µM*
COC(=O)c1ccc(NC(=O)Cn2nc(C)cc2C)cc1	8%	-5%	5%
CCSc1nnc(NC(=O)CSc2nc3c(c(=O)n2CC)SC(C)C3)s1 (configuration not stated)	2%	13µM*	8.2µM*

In another format: entries from further up.
| smiles | TDP1 block | TDP1 cell CPT | DT40 TDP1 no CPT |
| --- | --- | --- | --- |
| CN(CC(=O)Nc1nccs1)S(=O)(=O)c1ccc(F)cc1 | -3% | -6% | -16% |
| COc1ccccc1-c1ccc2ncnc(NCc3cccnc3)c2c1 | -7%[56.1 µM] | 8.2µM* | 6.5µM* |
| N#Cc1c(-c2ccc(Cl)cc2)nc2n(c1=O)CCCS2 | 0% | -24% | -2% |
| CCCCCN(C(=O)CCC(=O)OCc1cc(C(C)=O)ccc1OC)c1c(N)n(CCCC)c(=O)[nH]c1=O | · | ? | ? |
| Nc1nc(C(=O)N2CCOCC2)nn1S(=O)(=O)c1ccc(Cl)cc1 | 2% | ? | ? |

(continued)
SMILES	TDP1 block	TDP1 cell CPT	DT40 TDP1 no CPT
O=C(/C=C/c1ccccc1)Nc1cccc(C(=O)NCCc2ccccc2)c1	·	?	?
Cc1ncc2c(c1CNS(=O)(=O)c1cccs1)CCN(C(=O)/C=C/c1ccc(F)cc1F)C2	·	2%[9.04 µM]	?
O=c1c2ccc(Cl)cc2nc2n1CC/C2=C\c1cccc(O)c1	3%[0.0935 µM]	?	?
Cc1ccc(C)c2[nH]c(=O)c(CCNC(=O)c3ccc(Br)o3)cc12	·	-21%	?
S=C(c1ccccc1)N1CCN(c2ccccc2)CC1	·	19%	9%
CC1=CC(C)(C)N(C(=O)CN2C(=O)c3ccccc3C2=O)c2ccccc21	2%	?	?
CCn1c(-c2cc(-c3ccccc3OC)nc3ccccc23)n[nH]c1=S	-3%	-21%	?
COc1cccc(CC2CC(=O)N(c3ccc4c(C)cc(=O)oc4c3)C2=O)c1 (configuration not stated)	6%	0%	-2%
COc1ccc(N(C(=O)Cn2nnc3ccccc32)C(C(=O)NCc2ccco2)c2cccnc2)cc1 (configuration not stated)	6%	6%	-15%
CC(Sc1nncn1C)C(=O)NCc1ccc2c(c1)OCO2 (configuration not stated)	-1%	-1%	-7%
CN1CC=C2C(C#N)=C(N)C(C#N)(C#N)[C@H](c3cccs3)[C@H]2C1	0%	?	15µM*
O=C(Cc1ccccc1)Nc1cccc(S(=O)(=O)N2CCCCCC2)c1	2%	0%	-10%
O=C(O)CNC(=S)N(Cc1ccccc1Cl)C1CCCCC1	-6%	2%	3%
CCC(=O)N(C)CCc1cc2c(c(OC)c1/C=N/Nc1ccc(C(=O)O)cc1)OCO2	0%	-20%	2%
Cc1cccc(N2CCN(C(=O)C3CCCN(S(=O)(=O)c4ccc5c(c4)oc(=O)n5C)C3)CC2)c1C (configuration not stated)	4%	7.3µM*	3.7µM*

Compound activity as filed in PubChem.
